# Compound activity (PubChem)
# SUMO Mot1 rescue: blocks SUMOylation pathway, rescuing yeast Mot1-301 growth. 320,000 tested, 1% active. growth rescue, % at 18.8 µM. S. cerevisiae Mot1-301 growth rescue, ATP luminescence, 38.5C; percent above DMSO median, 100 means doubled. AID 2716;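 active = every valid replicate shows activation above 250% relative to neutral control wells; inactive = the rest, any valid replicate at or below 250%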;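 note: OY570 slx delta 5 strain wells were the positive control but not used for scaling; some compounds called inactive have numbers as strong as hits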
# Ecoli viability: counter-screen for AddAB inhibitors: E. coli growth inhibition. E. coli V3065 growth, OD600 absorbance, 18 h. inhibition, % at 11.9 µM. 330,000 tested, 0.27% active. AID 449728;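 active = inhibition above the campaign's mean inhibition across all tested compounds plus 3 SD, cut at about 9.9% in these data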;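 note: uninfected addAB+ strain grown without phage in ampicillin broth; 0% = DMSO wells and 100% = ciprofloxacin 0.95 µg/ml wells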
# PKA-R1A activ: PKA-R1A complex activation. P00514+P68181. PKA-R1A dissociation, Cy5-IP20 fluorescence polarization; scaled: DMSO 0%, 113 µM cGMP 100%. activation, % at 11.4 µM. 340,000 tested, 0.083% active;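 active = percent activation above the mean of all tested compounds plus 3 SD, cut at about 19% in these data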;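 note: higher means more PKAc released from R1A so a rise in polarization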
# CDK5 inh: inhibitors of human CDK5/p35 kinase | Q00535+Q15078 | Recombinant CDK5/p35, ADP-Glo luminescence, 60 min | inhibition, % at 10 µM | 330,000 tested, 0.01% active | AID 488839;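 active = highest replicate inhibition of at least 50% and at least 75% of replicates reaching 50%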;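 note: plate controls were DMSO neutral control for no effect and GW8510 at 10 µM for full effect; many of its hits are not listed in these tables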
# HTR5A ag ctr: counter-screen for OPRM1-OPRD1 agonists: human HTR5A agonism; P47898; HTR5A agonist assay, luminescence, cell-based; activation, % at 9.3 µM; 340,000 tested, 0.61% active; in the data active = activation mostly above about 9.5%, no sharp cut-off; inactive = mostly below about 7.6%;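 note: 0% = cells with vehicle only and 100% = reference agonist; strong numbers were not always called active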
# Target sequence (P47898 whole entry, looked up): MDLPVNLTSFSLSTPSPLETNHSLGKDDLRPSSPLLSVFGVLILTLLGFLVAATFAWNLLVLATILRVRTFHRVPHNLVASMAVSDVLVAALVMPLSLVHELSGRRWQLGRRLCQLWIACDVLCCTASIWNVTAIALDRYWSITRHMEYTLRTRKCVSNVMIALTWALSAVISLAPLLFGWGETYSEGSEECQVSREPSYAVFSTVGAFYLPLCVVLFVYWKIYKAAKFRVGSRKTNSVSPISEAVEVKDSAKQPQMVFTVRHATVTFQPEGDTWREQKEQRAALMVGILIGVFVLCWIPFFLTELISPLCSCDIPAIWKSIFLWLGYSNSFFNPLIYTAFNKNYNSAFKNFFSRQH
# Tat transport: blocks Tat-dependent protein export in E. coli; inhibition, % at 10 µM; 340,000 tested, 0.036% active; E. coli MC4100 TorA-mCherry Tat export, fluorescence;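 active = mean replicate inhibition at least 50% and at least half of replicates individually reaching 50%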;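 note: exported cargo escapes ClpAP degradation while cytoplasmic cargo is degraded and loses fluorescence; 0% = median of neutral control wells and 100% = median of NaSCN control wells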
# phage Ecoli inh: E. coli growth loss with phage present | growth absorbance | inhibition, % at 11.9 µM | 360,000 tested, 0.26% active; in the data active = inhibition above about 11%
# DAGLB inhibitor: diacylglycerol lipase beta (human) inhibition. 340,000 tested, 0.059% active. inhibition, % at 5.17 µM. HEK293T DAGLB membrane lysate, EnzChek fluorogenic substrate. Q8NCG7; in the data active = inhibition above about 34%;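 note: 0% = enzyme with vehicle and 100% = wells lacking enzyme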
# AddAB inh: less growth of phage-infected E. coli with AddAB | AID 435030 | inhibition, % at 11.9 µM | 330,000 tested, 0.29% active | E. coli expressing H. pylori AddAB, absorbance growth; in the data active = inhibition above about 12%;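 note: 0% = vehicle wells of infected cells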
# PKA-R2B act: activators of human PKA-R2B complex | PKA-R2B holoenzyme dissociation, Cy5-IP20 fluorescence polarization; R2B truncated from residue 108, S112A mutant; 0% DMSO only, 100% 113 µM cGMP | activation, % at 11.4 µM | P22694+P31323 | 340,000 tested, 0.079% active;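 active = activation above a cutoff set at the mean over all compounds plus 3 SD, cut at about 18% in these data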;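 note: higher means more holoenzyme dissociation and a rise in polarization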
# Target sequence (P31323 whole entry, looked up, other chains not shown, the tested form may be a part): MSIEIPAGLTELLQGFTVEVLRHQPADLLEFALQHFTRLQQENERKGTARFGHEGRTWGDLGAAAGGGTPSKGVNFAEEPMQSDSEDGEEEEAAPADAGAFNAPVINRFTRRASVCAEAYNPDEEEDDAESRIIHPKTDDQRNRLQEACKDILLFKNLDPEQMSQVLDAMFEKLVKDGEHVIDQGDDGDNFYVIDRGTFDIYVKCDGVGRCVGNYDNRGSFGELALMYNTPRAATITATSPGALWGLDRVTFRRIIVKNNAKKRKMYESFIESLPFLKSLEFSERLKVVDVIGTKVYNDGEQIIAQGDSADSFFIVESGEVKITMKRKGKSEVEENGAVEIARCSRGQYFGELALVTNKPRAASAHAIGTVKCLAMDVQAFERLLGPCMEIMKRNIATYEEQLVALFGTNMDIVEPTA
# HTR5A inv ag: inverse agonist of human HTR5A in OPRM1-OPRD1 counter-screen; P47898; 340,000 tested, 0.083% active; HTR5A cell line, luminescence, inverse agonism; inhibition, % at 9.3 µM; in the data active = inhibition mostly above about 23%, no sharp cut-off; inactive = mostly below about 18%;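 note: 0% = cells with DMSO and 100% = no-cell wells with DMSO; some compounds called inactive have numbers as strong as hits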
# Starred values were filed as active, the others as inactive; nt = no result given. Rows are unselected (roughly 2.3% active in at least one column).
SMILES,SUMO Mot1 rescue,Ecoli viability,PKA-R1A activ,CDK5 inh,HTR5A ag ctr,Tat transport,phage Ecoli inh,DAGLB inhibitor,AddAB inh,PKA-R2B act,HTR5A inv ag
CCOC(=O)Cc1sc(N)nc1C,-8,0.1,-1,0.5,-2,4,3.8,0,3.1,-9,0
COCC(C)n1c(C)cc(C(=O)COC(=O)c2oc3ccccc3c2C)c1C (stereo unspecified),4,-1.9,-1,1.9,4,-7,-1.1,-4,0.8,-13,-52
CC(C)[C@H](NC(=O)CCn1nnc2ccccc2c1=O)C(=O)O,155,0.6,-9,1.0,0,-3,1.8,-1,2.5,-3,-9
N#Cc1ccc(C(=O)Nc2nnc(-c3cccs3)o2)cc1,-9,-3.1,-1,0.5,7,-2,-4.8,4,7.8,-15,-20
O=C(CN1CC(c2ccccc2)CC1=O)N/N=C/c1cc(Br)ccc1O (stereo unspecified),1,-2.9,-11,0.5,3,10,1.2,5,2.2,-17,-46
CCCC[C@@H]1C=C(C(=O)O)[C@H](c2ccc(CC)cc2)N1S(=O)(=O)c1ccc(C)cc1,nt,-0.4,-1,7.4,3,1,3.4,4,3.2,0,-10
Cc1cc(C(=O)Cn2nc(C(=O)O)c3ccccc3c2=O)c(C)n1CC(F)(F)F,-18,3.2,-11,0.5,5,2,5.7,-1,5.5,3,-13
CCC(CC)C(=O)c1c[nH]c(C(=O)NCCCn2ccnc2)c1,12,3.1,13,2.6,-8,0,3.5,2,1.6,8,20
CCN(CC)C(=O)[C@H]1C[C@H](CC(=O)NCc2ccco2)C(=O)N2CCc3c([nH]c4cc(CCC(=O)N(C)C)ccc34)[C@]12C,nt,-1.6,-6,-2.1,-1,-2,2.0,0,-2.8,-5,2
COc1ccccc1NS(=O)(=O)c1ccc(C)c(C(=O)NCC2(N(C)C)CCCCC2)c1,-8,-1.2,7,-0.9,2,-8,2.1,-1,0.3,1,-4

# Single entries from above:
# Cc1cc(C(=O)Cn2nc(C(=O)O)c3ccccc3c2=O)c(C)n1CC(F)(F)F – PKA-R1A activ = -11
# COc1ccccc1NS(=O)(=O)c1ccc(C)c(C(=O)NCC2(N(C)C)CCCCC2)c1 – Tat transport = -8

# (next part)
SMILES,SUMO Mot1 rescue,Ecoli viability,PKA-R1A activ,CDK5 inh,HTR5A ag ctr,Tat transport,phage Ecoli inh,DAGLB inhibitor,AddAB inh,PKA-R2B act,HTR5A inv ag
Cc1ccsc1C1C=C(c2cccc(Br)c2)Nc2ncnn21 (stereo unspecified),-10,0.7,-6,-0.3,-1,-1,nt,-21,-0.7,-3,-6
COc1ccc(C)cc1NC(=O)NC1CCN(Cc2ccccc2)CC1,2,0.6,-2,2.0,2,-1,0.9,0,1.6,4,-4
CC1=CC(C)(C)N(C(=O)CSc2nnc(-c3ccccc3)o2)c2ccc(C)cc21,45,1.4,-11,-12,3,14,3.3,-15,-0.9,3,-9
Cc1cc(C)c(C#N)c(Oc2ccc(O)cc2)n1,2,-0.8,-15,-2.0,4,-7,2.5,-2,1.8,-3,-12
CCc1nc(SCC(=O)c2cccc([N+](=O)[O-])c2)n[nH]1,-10,-0.5,3,0.1,4,-8,3.7,1,2.2,-1,-32
COc1cc(NC(=O)c2c(-c3ccccc3Cl)noc2C)c2ncccc2c1,29,-0.1,-7,1.2,-3,3,0.9,-5,-1.1,-1,12
COc1cc(/C=N/NC(=O)Cc2ccccc2)cc(OC)c1OC,7,-3.4,6,0.9,-1,0,2.4,1,0.3,-4,5
COCc1cccc(NC(=O)Cc2cccc3ccccc23)c1,4,-0.9,-10,1.4,1,2,3.1,-8,4.3,-5,-2
CCCCn1c(N)c(N(Cc2ccccc2OC)C(=O)COc2ccc(C)cc2)c(=O)[nH]c1=O,-2,-0.5,-6,-1.3,6,4,3.4,2,-2.6,-1,-2
O=C(CNS(=O)(=O)c1ccc(Br)s1)NCc1ccc2c(c1)OCO2,17,-0.1,-7,-1.2,0,-5,nt,0,0.6,-11,-12
COc1cc2nc(C3CCC3)n(NC(=O)C3CCC3)c(=O)c2cc1OC,-10,-1.0,-3,0.5,3,-6,2.3,-1,-0.7,-6,-13
CCOC(=O)CNC(=S)N(Cc1cccs1)C1CCCC1,11,-1.1,-4,nt,3,4,-0.3,-6,2.3,0,3
O=C(CN1c2cccc3cccc(c23)S1(=O)=O)NCCc1ccc(F)cc1,4,-1.0,8,0.7,-1,5,0.0,-8,0.5,0,3
O=C(NCc1ccc2c(c1)OCO2)C1CCN(c2nccc(C(F)(F)F)n2)CC1,13,-1.0,-10,-0.2,0,-4,3.6,-6,-0.5,-2,-23
Cc1ccc(Cn2cnc3c(cnn3C(C)(C)C)c2=O)cc1,-6,3.3,0,2.0,0,4,2.6,-3,-14,-4,0
CCOc1ccc(CCNC(=O)C2CCN(S(=O)(=O)N3CCCCC3)CC2)cc1OCC,nt,-1.2,-12,nt,0,-3,3.2,-2,-1.5,-11,14
CCCOc1ccc(C(=O)Nc2c[nH]c(=O)[nH]c2=O)cc1,-21,-1.6,6,1.4,0,-6,2.8,1,0.6,4,10
COc1ccc(/C=C2/SC(=O)N(CCCCCC(=O)Nc3ccccc3C(=O)O)C2=S)cc1,-19,-0.1,-12,0.1,-1,9,1.5,4,4.5,-3,4
CCN(CC(=O)Nc1ccc2c(c1)OCCO2)C(=O)C1CC(=O)N(c2ccc(OC)cc2OC)C1 (stereo unspecified),-4,2.4,-5,0.9,0,7,4.1,-1,1.7,-3,6
COc1cc(NC(=O)Cc2ccccc2OC)cc(OC)c1,-11,2.5,-9,0.5,6,2,1.1,-3,2.8,11,-1
Cc1ccc(C)n1-c1ccc(C(=O)NN=C2CCCC2)cc1,-6,-2.0,-1,-2.4,3,-4,-0.5,2,1.4,-10,-49
Cc1ccc(Nc2nnc(SCC(=O)NCc3ccco3)s2)cc1,nt,nt,10,-1.3,4,23,0.4,2,nt,3,-14
O=c1cc(CN2CC(O)Cc3ccc4ccccc4c32)nc2sccn12 (stereo unspecified),-1,0.9,-3,0.5,-4,8,2.2,2,3.8,-12,-12
COc1ccc(NC2CCCN(C(=O)COc3ccc(Cl)cc3C)C2)cc1OC (stereo unspecified),0,1.8,4,1.7,-5,7,0.6,-1,1.8,-1,13
CCOC(=O)c1sc(Nc2ccc(OCC)cc2)nc1C,nt,2.0,8,-1.1,9,0,3.7,-2,-1.2,-1,-4
CC(=O)N1CCC(C(=O)OCc2ccccc2F)(c2ccccc2)CC1,-15,1.1,9,1.3,-6,-5,0.2,0,1.1,5,-14
CCC(=O)c1c[nH]c(C(=O)NCc2cccc(C(F)(F)F)c2)c1,-9,-2.6,1,1.9,-1,-6,0.3,0,2.2,-6,4
COc1ccc(C2CC(c3cccs3)=NN2C(=O)CCl)cc1OC (stereo unspecified),69,-2.1,-7,1.3,3,-12,3.8,-1,1.7,-6,-8
O=C(NCCC1=CCCCC1)c1ccc(Cl)c(S(=O)(=O)Nc2ccccc2)c1,7,0.9,-7,0.7,4,-1,1.8,1,4.3,-5,-9
COC(=O)CCC[C@H]1CC2(C[C@H](CCCO[Si](C)(C)C(C)(C)C)N1C(=O)OC(C)(C)C)OCCO2,-1,3.0,-6,-1.1,16*,39,1.8,-5,1.6,2,-40

# Reformatted as tab-separated lines: entries from further up.
canonical_smiles	SUMO Mot1 rescue	Ecoli viability	PKA-R1A activ	CDK5 inh	HTR5A ag ctr	Tat transport	phage Ecoli inh	DAGLB inhibitor	AddAB inh	PKA-R2B act	HTR5A inv ag
CCOC(=O)c1sc(Nc2ccc(OCC)cc2)nc1C	nt	2.0	8	-1.1	9	0	3.7	-2	-1.2	-1	-4
Cc1ccc(Cn2cnc3c(cnn3C(C)(C)C)c2=O)cc1	-6	3.3	0	2.0	0	4	2.6	-3	-14	-4	0

# Back to the main list with the 2 entries that preceded the break.
SMILES,SUMO Mot1 rescue,Ecoli viability,PKA-R1A activ,CDK5 inh,HTR5A ag ctr,Tat transport,phage Ecoli inh,DAGLB inhibitor,AddAB inh,PKA-R2B act,HTR5A inv ag
O=C(NCCC1=CCCCC1)c1ccc(Cl)c(S(=O)(=O)Nc2ccccc2)c1,7,0.9,-7,0.7,4,-1,1.8,1,4.3,-5,-9
COC(=O)CCC[C@H]1CC2(C[C@H](CCCO[Si](C)(C)C(C)(C)C)N1C(=O)OC(C)(C)C)OCCO2,-1,3.0,-6,-1.1,16*,39,1.8,-5,1.6,2,-40
COc1cc(/C=N/n2cnnc2-n2nc(C)cc2C)cc([N+](=O)[O-])c1O,-5,-1.2,-6,-1.7,-4,-2,2.5,2,0.9,-5,-3
Cc1cc(C(=O)O)ccc1[N+](=O)[O-],-4,-1.9,1,-0.7,1,-13,3.4,-2,1.2,-16,-6
O=C(/C=C/c1ccc(Cl)cc1Cl)N1CCc2ccccc21,107,0.9,8,-0.2,1,-3,3.0,-3,2.7,-5,-19
COc1ccc(C(=O)C[n+]2ccc3c(c2)nnn3-c2ccccc2)cc1,10,-0.9,3,-6.3,1,0,-0.5,-2,4.6,-17,-3
O=C1[C@H](Cc2ccccc2)NCCCC[C@@H](c2ccc(Cl)cc2)N1Cc1ccc(Cl)cc1,nt,nt,-9,-1.8,8,18,2.6,1,nt,-7,-1
COc1cc(O)ccc1/C=N/NC(=O)c1ccc([N+](=O)[O-])cc1,-4,-1.5,-6,0.4,0,-1,0.8,2,1.7,1,1
CC(=O)Nc1cc2c(cc1Cl)Cc1cc(Cl)ccc1-2,nt,nt,-1,-0.1,2,-4,2.6,-5,nt,-3,-8
CC(=O)NCc1nc2ccccc2n1Cc1ccccc1C,6,-0.9,-8,0.7,5,-4,0.7,0,-0.2,-2,-14
CC(C)(C)CN1CCNC(=O)C1CC(=O)NCCc1ccccc1F (stereo unspecified),-8,0.6,10,-0.7,-2,8,1.4,2,-1.6,2,5
CCOc1ccc(NC(=O)CN(C)S(=O)(=O)c2cccs2)cc1,0,1.8,-3,-0.5,-6,-5,1.4,-2,3.0,2,17
CCOC(=O)N1CCOCCOCCN(C(=O)OCC)CCOCC1,-5,-0.2,6,1.0,-2,0,1.4,-3,2.6,12,4
O=c1c2c(nc3c(-c4cccc(Br)c4)c[nH]n13)CCCC2,-9,-3.9,-7,2.0,-1,2,-2.8,-2,-4.4,5,3
Cc1c(C(=O)NC(=S)Nc2ccccc2N2CCCC2)cccc1[N+](=O)[O-],426*,-1.9,7,-0.9,5,-8,1.0,-4,-0.6,2,-18
CC1(C)Cc2cccc(OCC(=O)Nc3ccc(S(N)(=O)=O)cc3)c2O1,-1,-2.4,-7,1.3,34*,9,3.5,0,4.1,-3,-99
O=C(NCc1ccccc1)C(c1cccs1)N(Cc1cccs1)C(=O)c1cnccn1 (stereo unspecified),24,0.8,0,-1.8,2,0,1.3,2,0.2,5,-27
CCOCCCN1CN(S(=O)(=O)c2ccc(Cl)cc2)c2nc3ccccc3nc21,-2,3.9,4,0.2,1,4,1.1,1,-0.2,4,6
Cc1cc(C)cc(OCC(=O)NNC(=O)c2cc3ccccc3oc2=O)c1,nt,nt,4,-0.6,0,-3,1.5,-1,nt,-3,-18
